STAT3 act: STAT3 signaling activation; AID 871; 190,000 compounds, 0.91% hits; U3A cells, IL-6 STAT3-luciferase reporter, luminescence; 100% = signal with IL-6 EC80 alone; activation (% of control), % at 5.6 µM;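 active = activation above the screen-wide mean of compound activation plus 3 SD, cut at about 130% in these data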;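 note: 0% = background luminescence of wells with medium and substrate only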
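Material: human U3A cells carrying STAT3-luciferase construct. Measured by: reporter luminescence signal. Timing: compound 1 h, then IL-6 6 h at 37 °C.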
PPARg SRC-1 ag: agonists of human PPARgamma SRC-1 coactivator recruitment; activation, % at 8 µM; 200,000 compounds, 0.41% hits; PPARgamma-SRC-1 coactivator recruitment biochemical assay; in the data active = activation above about 19%;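 note: 0% = DMSO and 100% = reference agonist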
Target sequence (P37231 whole entry, looked up): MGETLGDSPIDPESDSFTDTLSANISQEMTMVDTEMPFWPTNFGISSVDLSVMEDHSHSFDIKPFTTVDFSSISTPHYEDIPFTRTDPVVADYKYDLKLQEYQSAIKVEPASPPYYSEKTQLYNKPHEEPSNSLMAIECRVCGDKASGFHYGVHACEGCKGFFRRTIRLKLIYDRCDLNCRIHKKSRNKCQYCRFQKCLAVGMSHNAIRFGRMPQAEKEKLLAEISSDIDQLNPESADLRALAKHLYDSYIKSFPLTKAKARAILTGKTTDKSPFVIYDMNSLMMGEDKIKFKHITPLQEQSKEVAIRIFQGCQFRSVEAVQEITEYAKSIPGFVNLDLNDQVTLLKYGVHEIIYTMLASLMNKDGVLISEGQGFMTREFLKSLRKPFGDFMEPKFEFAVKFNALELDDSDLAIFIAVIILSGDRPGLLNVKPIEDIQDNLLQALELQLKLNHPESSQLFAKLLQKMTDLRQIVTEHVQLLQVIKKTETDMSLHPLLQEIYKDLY
STAT1 inh: reduces IFN-gamma driven STAT1 reporter signal; inhibition, % at 5.5 µM; NIH 3T3 STAT1-luciferase reporter, luminescence; AID 920; 200,000 compounds, 0.35% hits;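 active = inhibition above a set limit, the mean inhibition across all tested compounds plus 3 SD, cut at about 34% in these data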;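 note: 0% = IFN-gamma with DMSO and 100% = IFN-gamma with 300 µM nifuroxazide; values of inactives mirror those of a sister screen read the other way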
ROMK mod: modulates human ROMK potassium channel activity | Tet-inducible ROMK, thallium flux fluorescence; actives lie on both sides | P48048 | 130,000 compounds, 2% hits | B-score at 10 µM;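 active = signal ratio slope over the read window, or its plate-corrected B-score, at least 3 SD from the plate mean, either direction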;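 note: B-score of the F/F0 ratio slope over 7 to 12 s after thallium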
Target sequence (P48048 whole entry, looked up): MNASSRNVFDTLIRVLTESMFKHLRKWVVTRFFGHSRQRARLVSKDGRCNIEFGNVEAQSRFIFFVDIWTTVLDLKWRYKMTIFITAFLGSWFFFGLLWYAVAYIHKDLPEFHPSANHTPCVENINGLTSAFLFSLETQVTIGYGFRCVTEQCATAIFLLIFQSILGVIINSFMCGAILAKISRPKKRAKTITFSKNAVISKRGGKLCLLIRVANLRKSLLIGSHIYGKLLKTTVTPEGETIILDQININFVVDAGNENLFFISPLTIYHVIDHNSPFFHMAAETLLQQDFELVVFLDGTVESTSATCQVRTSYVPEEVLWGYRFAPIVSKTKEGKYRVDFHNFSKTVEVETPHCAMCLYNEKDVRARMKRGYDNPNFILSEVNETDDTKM
PPARg SRC3 recr: PPARgamma-driven SRC-3 recruitment agonism | biochemical PPARgamma/SRC-3 coactivator recruitment assay | AID 731 | activation, % at 8 µM | P37231 | 200,000 compounds, 0.26% hits; in the data active = activation above about 23%;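 note: 0% = DMSO and 100% = reference agonist; some compounds past the cut are filed as inactive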
PPARg SRC-2 ag: promotes SRC-2 coactivator recruitment by human PPARgamma. P37231. PPARgamma LBD-SRC-2 recruitment, biochemical. 200,000 compounds, 0.34% hits. AID 1032. activation, % at 8 µM; in the data active = activation above about 22%;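 note: 0% = vehicle and 100% = reference agonist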
STAT3 blocker: STAT3 signaling inhibition; U3A cells, IL-6 STAT3-luciferase reporter, luminescence; host cell line lacks STAT1; inhibition, % at 5.5 µM; 190,000 compounds, 0.89% hits; AID 862;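 active = inhibition above the mean inhibition across all screened compounds plus 3 SD, cut at about 44% in these data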;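 note: 0% = DMSO only wells and 100% = 100 µM nifuroxazide control wells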
bIAP activator: increases bovine intestinal alkaline phosphatase activity; 200,000 compounds, 0.17% hits; activation factor at 20 µM; purified bovine IAP, CDP-star luminescence, 30 min; stronger effect = higher value; fold of DMSO-control signal, blank-subtracted;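 active = activation factor of 2 or more at 20 µM, a signal rise over negative controls twice the positive control's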
SRC2 TRFRET art: counter-screen for PPARgamma SRC-2 recruitment agonists: TR-FRET artefact; stronger effect = higher value; TR-FRET ratio at 8 µM; 200,000 compounds, 0.4% hits; in the data active = TR-FRET ratio above about 2000; note: inactives centre near 1500
bIAP inh: blocks bovine intestinal alkaline phosphatase activity; AID 1019; purified bovine IAP, CDP-star luminescence, 30 min; 190,000 tested, under 10 active; inhibition, % at 20 µM;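 active = over 50% inhibition of intestinal alkaline phosphatase at 20 µM in the single-dose screen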
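Assay system: bovine IAP enzyme; medium: DEA buffer 100 mM, pH 9.8, with MgCl2 1.0 mM, ZnCl2 0.02 mM; doses: 20 µM single dose; incubation: enzyme reaction for 30 min at room temperature; detection: CDP-star luminescence signal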
TNAP act hi DEA: increases human TNAP activity under high phosphate acceptor concentration; P05186; purified TNAP, CDP-star luminescence, 1 M DEA, 30 min; stronger effect = higher value; 0 = EDTA background, 1 = DMSO-only activity; activation factor at 20 µM; 200,000 tested, under 10 active; AID 1136;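 active = activation factor at least 2 at 20 µM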
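Control set: EDTA negative control, DMSO positive control / Assay system: human TNAP / Quantity: TNAP 1/800 final / Evaluation: TNAP activation factor scaled between EDTA and DMSO control wells / Measured by: luminescent substrate turnover signal / Compound dosing: one dose, 20 µM / Times: 30 min enzyme reaction at room temperature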
Starred values were filed as active, the others as inactive.

`CN(C)/C=C/c1oc2ccc(O)cc2c1[N+](=O)[O-]` gave STAT3 act 91, PPARg SRC-1 ag 19, STAT1 inh -27, ROMK mod 0.43, PPARg SRC3 recr 18, PPARg SRC-2 ag 24*, STAT3 blocker 12, bIAP activator 0.8, SRC2 TRFRET art 1792, bIAP inh 17 and TNAP act hi DEA 0.5.
`O=C(COC(=O)Cc1ccccc1F)Nc1cc(S(=O)(=O)N2CCOCC2)ccc1N1CCCC1` gave STAT3 act 82, PPARg SRC-1 ag 12, STAT1 inh 1, PPARg SRC3 recr 0, PPARg SRC-2 ag 8, STAT3 blocker 25, bIAP activator 0.8, SRC2 TRFRET art 1572, bIAP inh 18 and TNAP act hi DEA 1.1.
For Nc1c(S(=O)(=O)c2ccccc2)c2nc3ccccc3nc2n1CCN1CCOCC1 the results were STAT3 act 101, PPARg SRC-1 ag 8, STAT1 inh 2, ROMK mod -1.8, PPARg SRC3 recr 6, PPARg SRC-2 ag 3, STAT3 blocker 3, bIAP activator 1, SRC2 TRFRET art 1959, bIAP inh -1 and TNAP act hi DEA 1.
`Cc1noc(/C=C/c2cccs2)c1S(=O)(=O)N1CCC(C(=O)NCCCN2CCC(C)CC2)CC1` gave STAT3 act 109, PPARg SRC-1 ag -5, STAT1 inh 0, ROMK mod -1.1, PPARg SRC3 recr 0, PPARg SRC-2 ag 8, STAT3 blocker -6, bIAP activator 1, SRC2 TRFRET art 1478, bIAP inh -2 and TNAP act hi DEA 1.1.
Screening O=C(NNC(=S)Nc1ccccc1)c1ccncc1 returned STAT3 act 103, PPARg SRC-1 ag 6, STAT1 inh -4, ROMK mod -0.13, PPARg SRC3 recr 6, PPARg SRC-2 ag 0, STAT3 blocker 4, bIAP activator 1.3, SRC2 TRFRET art 1633, bIAP inh -34 and TNAP act hi DEA 1.
COc1cc2cc(C)c3nnc(SCC(=O)Nc4cc(C)on4)n3c2cc1OC was read as STAT3 act 94, PPARg SRC-1 ag -9, STAT1 inh 0, ROMK mod 1.1, PPARg SRC3 recr 1, PPARg SRC-2 ag -1, STAT3 blocker 13, bIAP activator 1, SRC2 TRFRET art 1476, bIAP inh 3 and TNAP act hi DEA 1.
Screening COc1cccc(C(=O)CC(C(=O)O)c2ccc(F)cc2)c1 (centres undefined) returned STAT3 act 103, PPARg SRC-1 ag -2, STAT1 inh -4, PPARg SRC3 recr 5, PPARg SRC-2 ag -3, STAT3 blocker 0, bIAP activator 1.1, SRC2 TRFRET art 1453, bIAP inh -9 and TNAP act hi DEA 1.
`CCOC(=O)NC(=O)c1cn(N(C)c2ncc(C(F)(F)F)cc2Cl)c(=O)[nH]c1=O` gave STAT3 act 106, PPARg SRC-1 ag 4, STAT1 inh -10, ROMK mod 0.018, PPARg SRC3 recr 6, PPARg SRC-2 ag 4, STAT3 blocker -5, bIAP activator 1.1, SRC2 TRFRET art 1763, bIAP inh -7 and TNAP act hi DEA 1.
`CCN(CC)S(=O)(=O)c1ccc(OC)c(NC(=O)c2cc(=O)[nH]c3ccccc23)c1` gave STAT3 act 96, PPARg SRC-1 ag 10, STAT1 inh 1, ROMK mod 0.35, PPARg SRC3 recr 5, PPARg SRC-2 ag 9, STAT3 blocker 5, bIAP activator 1, SRC2 TRFRET art 1671, bIAP inh -2 and TNAP act hi DEA 1.
For CCOC(=O)NC(=O)/C(C=Nc1ccc(Cl)cc1)=C(\C)O the results were STAT3 act 105, PPARg SRC-1 ag 6, STAT1 inh 1, ROMK mod 0.19, PPARg SRC3 recr 1, PPARg SRC-2 ag 3, STAT3 blocker -5, bIAP activator 1.1, SRC2 TRFRET art 1815, bIAP inh -7 and TNAP act hi DEA 1.
For COc1ccc2oc(C(=O)c3ccccc3)c(N)c2c1 the results were STAT3 act 94, PPARg SRC-1 ag 4, STAT1 inh -81, PPARg SRC3 recr -1, PPARg SRC-2 ag 7, STAT3 blocker 11, bIAP activator 0.9, SRC2 TRFRET art 1533, bIAP inh 5 and TNAP act hi DEA 1.
For CC(=O)c1c(C)[nH]c(C(=O)OCC(=O)N2c3ccccc3NC(=O)C2(C)C)c1C the results were STAT3 act 83, PPARg SRC-1 ag 5, STAT1 inh 8, ROMK mod 0.4, PPARg SRC3 recr 4, PPARg SRC-2 ag -9, STAT3 blocker 22, bIAP activator 1.1, SRC2 TRFRET art 1484, bIAP inh -14 and TNAP act hi DEA 1.
`Cc1nc(NCc2ccco2)nc2c1C(=O)CC(C)C2` (centres undefined) gave STAT3 act 102, PPARg SRC-1 ag 4, STAT1 inh -3, ROMK mod -0.68, PPARg SRC3 recr 3, PPARg SRC-2 ag 16, STAT3 blocker 1, bIAP activator 0.9, SRC2 TRFRET art 1628, bIAP inh 12 and TNAP act hi DEA 1.
For O=C(O)/C=C/C(=O)NCc1ccccn1 the results were STAT3 act 94, PPARg SRC-1 ag 2, STAT1 inh 5, ROMK mod 1.6, PPARg SRC3 recr 3, PPARg SRC-2 ag -1, STAT3 blocker 10, bIAP activator 1.1, SRC2 TRFRET art 1589, bIAP inh -6 and TNAP act hi DEA 1.
`N#CCSc1nc2ccccc2c(=O)n1CCC(=O)NC1CCCCC1` gave STAT3 act 82, PPARg SRC-1 ag -1, STAT1 inh 7, ROMK mod 1.5, PPARg SRC3 recr -7, PPARg SRC-2 ag -5, STAT3 blocker 23, bIAP activator 1, SRC2 TRFRET art 1437, bIAP inh 2 and TNAP act hi DEA 1.

Retrieved by structure from the entries so far:
Screening O=C(NNC(=S)Nc1ccccc1)c1ccncc1 returned STAT3 act 103, PPARg SRC-1 ag 6, STAT1 inh -4, ROMK mod -0.13, PPARg SRC3 recr 6, PPARg SRC-2 ag 0, STAT3 blocker 4, bIAP activator 1.3, SRC2 TRFRET art 1633, bIAP inh -34 and TNAP act hi DEA 1.
For O=C(O)/C=C/C(=O)NCc1ccccn1 the results were STAT3 act 94, PPARg SRC-1 ag 2, STAT1 inh 5, ROMK mod 1.6, PPARg SRC3 recr 3, PPARg SRC-2 ag -1, STAT3 blocker 10, bIAP activator 1.1, SRC2 TRFRET art 1589, bIAP inh -6 and TNAP act hi DEA 1.

(continued)
Screening CCOC(=O)C1=C(CNCCOc2ccc(OC)cc2)NC(=O)NC1c1ccc2c(c1)OCO2 (centres undefined) returned STAT3 act 105, PPARg SRC-1 ag -7, STAT1 inh -4, ROMK mod -1.5, PPARg SRC3 recr 0, PPARg SRC-2 ag 3, STAT3 blocker 0, bIAP activator 1.3, SRC2 TRFRET art 1693, bIAP inh -25 and TNAP act hi DEA 1.
For Cc1c(Br)cc(C(=O)N2CCN(CCO)CC2)c(C)c1C the results were STAT3 act 97, PPARg SRC-1 ag -1, STAT1 inh 4, ROMK mod 0.77, PPARg SRC3 recr -14, PPARg SRC-2 ag 8, STAT3 blocker 7, bIAP activator 0.9, SRC2 TRFRET art 1727, bIAP inh 7 and TNAP act hi DEA 1.1.
Screening O=C(NCc1cccnc1)c1ccc(S(=O)(=O)N2CCCCCC2)cc1 returned STAT3 act 101, PPARg SRC-1 ag 2, STAT1 inh 3, ROMK mod -0.23, PPARg SRC3 recr -2, PPARg SRC-2 ag 2, STAT3 blocker -1, bIAP activator 1, SRC2 TRFRET art 1648, bIAP inh -3 and TNAP act hi DEA 1.
O=C1NC(=O)/C(=C/c2ccccc2OCc2ccccc2)S1 was read as STAT3 act 103, PPARg SRC-1 ag 0, STAT1 inh -11, ROMK mod -0.066, PPARg SRC3 recr 5, PPARg SRC-2 ag 3, STAT3 blocker -4, bIAP activator 1.1, SRC2 TRFRET art 1448, bIAP inh -15 and TNAP act hi DEA 1.1.
COc1ccc(N(CC(=O)N/N=C/c2cccc3c2OCCO3)S(=O)(=O)c2ccc(NC(C)=O)cc2)cc1 was read as STAT3 act 105, PPARg SRC-1 ag -9, STAT1 inh 2, PPARg SRC3 recr -6, PPARg SRC-2 ag -6, STAT3 blocker -5, bIAP activator 1.1, SRC2 TRFRET art 1498, bIAP inh -10 and TNAP act hi DEA 1.
Screening Cc1cc(C(=O)CSc2ccc(F)cc2)cc(C)c1OC(=S)N(C)C returned STAT3 act 95, PPARg SRC-1 ag -2, STAT1 inh -21, ROMK mod 2.2, PPARg SRC3 recr 9, PPARg SRC-2 ag 16, STAT3 blocker 10, bIAP activator 0.8, SRC2 TRFRET art 1610, bIAP inh 18 and TNAP act hi DEA 1.
For CCOc1ccc(NC(=O)Nc2cc(C)ccc2OC)cc1 the results were STAT3 act 85, PPARg SRC-1 ag 2, STAT1 inh -15, PPARg SRC3 recr 4, PPARg SRC-2 ag 5, STAT3 blocker 23, bIAP activator 0.9, SRC2 TRFRET art 1768, bIAP inh 11 and TNAP act hi DEA 1.
CC(C)(C)SCCNC(=O)COc1ccccc1 was read as STAT3 act 112, PPARg SRC-1 ag 4, STAT1 inh -7, PPARg SRC3 recr 1, PPARg SRC-2 ag -1, STAT3 blocker -12, bIAP activator 0.9, SRC2 TRFRET art 1521, bIAP inh 6 and TNAP act hi DEA 1.
Screening CC(C)OC(=O)c1cc(NC(=O)c2nn(C)cc2Br)cc(C(=O)OC(C)C)c1 returned STAT3 act 95, PPARg SRC-1 ag -2, STAT1 inh -5, ROMK mod 0, PPARg SRC3 recr -2, PPARg SRC-2 ag 4, STAT3 blocker 4, bIAP activator 1, SRC2 TRFRET art 1470, bIAP inh 4 and TNAP act hi DEA 1.
CCOC(=O)CSc1c(-c2ccccc2)c2cc(Cl)ccc2[nH]c1=O was read as STAT3 act 99, PPARg SRC-1 ag 6, STAT1 inh 3, PPARg SRC3 recr 0, PPARg SRC-2 ag 4, STAT3 blocker -4, bIAP activator 0.8, SRC2 TRFRET art 1469, bIAP inh 18 and TNAP act hi DEA 1.
`CS/C(=N\S(=O)(=O)c1cccs1)Nc1ccc(Cl)cc1` gave STAT3 act 101, PPARg SRC-1 ag 0, STAT1 inh 3, PPARg SRC3 recr 4, PPARg SRC-2 ag 1, STAT3 blocker -5, bIAP activator 0.9, SRC2 TRFRET art 1462, bIAP inh 6 and TNAP act hi DEA 1.
Screening O=C(COc1ccc(Cl)cc1)NCc1nnc(SCC(=O)NCCc2ccccc2)o1 returned STAT3 act 94, PPARg SRC-1 ag 3, STAT1 inh 1, ROMK mod -0.21, PPARg SRC3 recr -11, PPARg SRC-2 ag 0, STAT3 blocker 13, bIAP activator 1, SRC2 TRFRET art 1527, bIAP inh 3 and TNAP act hi DEA 1.
Screening CCCC1=Nc2cc(C(=O)NCCCOCC)ccc2Sc2ccccc21 returned STAT3 act 137*, PPARg SRC-1 ag 0, STAT1 inh -21, PPARg SRC3 recr -12, PPARg SRC-2 ag -10, STAT3 blocker -42, bIAP activator 1, SRC2 TRFRET art 1483, bIAP inh 1 and TNAP act hi DEA 1.1.

Bioassay records (PubChem BioAssay)

The order is random (roughly 3.7% active in at least one column).
